Assay outcomes from PubChem.
DAGLB inhibitor = DAGLB lipase inhibitors, primary screen, biochemical, fluorescence, HTS; HEK293T DAGLB membrane lysate, EnzChek fluorogenic substrate; inhibition, % at 5.17 µM; 0.059% of 340,000 active; AID 504411, 2011; in the data active = inhibition above about 34%;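 also: 0% = enzyme with vehicle and 100% = wells lacking enzyme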
Target sequence (Q8NCG7 whole entry, looked up): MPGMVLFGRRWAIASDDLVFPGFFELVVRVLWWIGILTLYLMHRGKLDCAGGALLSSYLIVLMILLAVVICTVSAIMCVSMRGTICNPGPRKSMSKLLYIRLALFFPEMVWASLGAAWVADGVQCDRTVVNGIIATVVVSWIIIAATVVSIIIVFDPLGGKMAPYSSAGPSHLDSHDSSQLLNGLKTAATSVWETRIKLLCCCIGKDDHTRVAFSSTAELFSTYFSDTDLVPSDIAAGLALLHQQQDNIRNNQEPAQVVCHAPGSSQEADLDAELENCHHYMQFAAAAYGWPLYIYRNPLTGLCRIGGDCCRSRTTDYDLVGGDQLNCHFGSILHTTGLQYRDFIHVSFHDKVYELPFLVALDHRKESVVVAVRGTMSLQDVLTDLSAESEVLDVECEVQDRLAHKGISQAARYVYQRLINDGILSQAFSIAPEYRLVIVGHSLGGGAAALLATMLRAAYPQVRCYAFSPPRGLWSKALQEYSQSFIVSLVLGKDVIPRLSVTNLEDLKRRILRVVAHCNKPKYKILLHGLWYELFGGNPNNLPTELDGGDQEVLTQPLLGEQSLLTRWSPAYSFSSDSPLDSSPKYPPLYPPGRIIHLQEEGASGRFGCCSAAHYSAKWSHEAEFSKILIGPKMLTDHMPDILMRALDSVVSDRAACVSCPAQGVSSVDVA
PKA-R2B activ = activators of PKA-R2B holoenzyme, primary screen, biochemical, fluorescence polarization, Cy5-IP20, human. activation, % at 11.4 µM. PKA-R2B holoenzyme dissociation; R2B truncated from residue 108, S112A mutant; 0% DMSO only, 100% 113 µM cGMP. 0.079% of 340,000 active;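 active = activation above a cutoff set at the mean over all compounds plus 3 SD, cut at about 18% in these data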;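 also: higher means more holoenzyme dissociation and a rise in polarization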
Target sequence (P31323 whole entry, looked up, other chains not shown, the tested form may be a part): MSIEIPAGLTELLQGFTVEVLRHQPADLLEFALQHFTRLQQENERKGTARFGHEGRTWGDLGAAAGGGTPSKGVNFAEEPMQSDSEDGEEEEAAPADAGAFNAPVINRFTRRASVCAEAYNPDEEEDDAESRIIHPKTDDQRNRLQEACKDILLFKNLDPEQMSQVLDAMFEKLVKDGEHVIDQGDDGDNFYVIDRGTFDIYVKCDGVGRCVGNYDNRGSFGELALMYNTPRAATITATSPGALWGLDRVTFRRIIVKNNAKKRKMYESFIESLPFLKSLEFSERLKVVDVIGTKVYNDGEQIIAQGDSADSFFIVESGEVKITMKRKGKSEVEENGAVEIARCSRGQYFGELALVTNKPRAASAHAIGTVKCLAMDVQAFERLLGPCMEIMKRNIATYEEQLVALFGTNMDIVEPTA
Keap1 Nrf2 FP = Keap1-Nrf2 protein-protein interaction inhibitors, primary screen, biochemical, fluorescence polarization, single point; Kelch-like ECH-associated protein 1 (Homo sapiens), Q14145; Keap1 Kelch-Nrf2 peptide fluorescence polarization, 1536-well; inhibition, % at 9.4 µM; 0.15% of 340,000 active; AID 504523, 2011; in the data active = inhibition above about 12%;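 also: human Keap1 Kelch domain with fluorescein labeled Nrf2 9mer peptide probe; 0% = neutral control wells and 100% = peptide positive control; higher means more block of Keap1 binding to Nrf2 peptide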
RTF Ca sens inh = cardiac RTF calcium sensitivity inhibitors, primary screen, biochemical, IANBD-TnC fluorescence, EC70 calcium; 0.12% of 340,000 active; Troponin I, cardiac muscle (Homo sapiens) + Troponin T, cardiac muscle (Homo sapiens) + …; IANBD-labeled cardiac RTF, Ca2+ fluorescence; AID 493244, 2011; inhibition, % at 7.15 µM;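 active = inhibition above the mean inhibition of all tested compounds plus 3 SD, cut at about 17% in these data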;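 also: assay run at fixed EC70 calcium of 1.6 mM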
Arrestin-AP2 inh = inhibitors of beta-arrestin/AP2 binding, primary screen, biochemical, GPCR trafficking, flow cytometry; FITC-arrestin peptide / GST-AP2 beads; AP2 beta2 appendage carries R879A mutation; inhibition, % at 10 µM; 0.31% of 340,000 active; AID 504490, 2011;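 active = inhibition above a set limit, near 3 SD of compounds lacking own fluorescence, cut at about 54% in these data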;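 also: plate controls were DMSO wells for no effect and 5 µM unlabelled arrestin peptide for full effect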
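System: GST-AP2 R879A glutathione beads | Also added: FITC-arrestin peptide, 50 nM | Times: 12 min plus 1 h, RT | Signal: Bead flow cytometry, FITC channel | Buffer or medium: PBS with 0.05% Tween 20 and 0.1% BSA | Read-out basis: Percent drop in bead-associated FITC signal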
SR-BI DiI-HDL act = activators of SR-BI mediated DiI-HDL uptake, primary screen, ldlA[mSR-BI] CHO cells, DiI fluorescence. 3 h; 100 = double the neutral-control signal. AID 504775, 2011. 0.096% of 320,000 active. activation, % at 12.5 µM;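 active = mean replicate activation of at least 60% and every replicate at or above 60%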;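 also: 0% = median plate neutral-control signal and 100% = twice that signal; values of inactives mirror those of a sister screen read the other way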
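Test system: SR-BI-overexpressing, LDLR-lacking CHO cells; Also added: labelled HDL, 10 µg/mL; Measured by: bottom-read cell fluorescence after medium removal, ex 550/em 595 nm; Timing: 3 h uptake period with compound, 37 °C; Buffer or medium: F12, 0.5% BSA, 25 mM HEPES; Doses: single compound concentration, delivered by pin transfer.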
PvdQ acylase = P. aeruginosa PvdQ acylase inhibitors, primary screen, biochemical, fluorescence, plate reader and imaging, single point; inhibition, % at 10 µM; 0.063% of 340,000 active; PvdQ acylase [Pseudomonas aeruginosa LESB58]; purified PvdQ acylase; in the data active = inhibition above about 30%, passing the limit was not always enough;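 also: 0% = vehicle neutral wells and 100% = reference inhibitor wells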
LANA DNA inh = inhibitors of KSHV C-LANA binding to DNA, primary screen, biochemical, fluorescence polarization, FAM-LBS DNA, MBP-C-LANA, single point; Kaposi's sarcoma herpesvirus LANA C-terminal domain (residues 932-1162) DNA binding; inhibition, % at 9 µM; 0.078% of 340,000 active; AID 504423, 2011;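 active = highest replicate inhibition at or above 60% at 9 µM, even if other replicates fall short; inactive = all replicates below 60% inhibition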;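 also: 0% = neutral control wells and 100% = 4 µM acridine orange control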
NSD2 inh = NSD2 histone methyltransferase inhibitors, primary screen, biochemical, AlphaScreen, single concentration, set 2; AID 743445, 2014; Histone-lysine N-methyltransferase NSD2 (Homo sapiens), O96028; 0.54% of 310,000 active; inhibition, % at 12.5 µM; NSD2 peptide methylation, 120 min; in the data active = inhibition above about 50%
SR-BI HDL uptake = inhibitors of SR-BI mediated HDL lipid uptake, primary screen, ldlA[mSR-BI] cells, fluorescence, single point; Scavenger receptor class B member 1 (Mus musculus), Q61009; ldlA[mSR-BI] CHO cells, DiI-HDL uptake fluorescence, 3 h; inhibition, % at 12.5 µM; 0.96% of 320,000 active; AID 488896, 2010;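 active = mean replicate inhibition of at least 70% and a set share of replicates each scoring 70 or more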;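 also: 0% = median of neutral control wells and 100% = median of positive control wells; values of inactives mirror those of a sister screen read the other way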
The depositor's hits bear a star; nt = not tested or not shown.

SMILES | DAGLB inhibitor | PKA-R2B activ | Keap1 Nrf2 FP | RTF Ca sens inh | Arrestin-AP2 inh | SR-BI DiI-HDL act | PvdQ acylase | LANA DNA inh | NSD2 inh | SR-BI HDL uptake
Cc1ccc(NCc2nc3ccccc3n2C)cc1 | -2 | 0 | 1 | -10 | -28 | 26 | -3 | 1.0 | 1 | -26
CCOC(=O)N1CCN(Cc2nnc(-c3cccc(Br)c3)o2)CC1 | -6 | 2 | 0 | -4 | 38 | 15 | 2 | -0.1 | -1 | -15
O=C1COc2ccc(C(=O)COC(=O)Cc3ccc(F)cc3)cc2N1 | 2 | 8 | 2 | -9 | 17 | -3 | -8 | -0.3 | 2 | 3
CCCN(C(=O)c1cccs1)c1nnc(-c2ccncc2)s1 | -2 | -16 | -2 | -2 | 2 | -23 | -2 | 1.3 | nt | 23
CC(=O)Cc1nsc(Nc2ccc(F)cc2)n1 | -2 | -18 | -7 | 1 | -10 | -4 | -7 | 0.1 | nt | 4
Cc1cc(C)nc(SCCCn2c(=O)[nH]c3ccccc32)n1 | -1 | 7 | -3 | 1 | 19 | -15 | 1 | -1.5 | -3 | 15
CN(Cc1cnccn1)Cc1ccccc1OCC(O)CN1CCc2ccccc2C1 (configuration not stated) | -3 | 2 | 2 | 0 | 13 | 9 | -12 | 1.0 | 2 | -9
COc1cccc(/C=N/n2nnnc2N)c1O | -2 | -7 | -1 | -5 | -20 | -3 | -13 | -8.3 | -1 | 3
Cc1ccc(S(=O)(=O)N(C)C)cc1NC(=O)COC(=O)CCC(=O)c1ccc(F)cc1 | -1 | -4 | -3 | 11 | 5 | 30 | 11 | -1.0 | -1 | -30
Cn1c(Cc2cccc3ccccc23)nnc1SCC(=O)N1CCN(c2cccc(Cl)c2)CC1 | 3 | -10 | -7 | -2 | 3 | -64 | 9 | 0.7 | 1 | 64
COc1ccc(N=C2SC(CC(=O)Nc3ccccc3)C(=O)N2Cc2ccccn2)cc1 (configuration not stated) | -2 | -11 | 2 | -1 | -12 | -19 | -10 | -1.1 | -1 | 19
C[C@@H]1C=C(C(=O)N2CCN(C)CC2)O[C@H](OCc2ccc(CO)cc2)C1 | 0 | -1 | -2 | -28 | 20 | -3 | -6 | 1.5 | nt | 3
CC1CN(C(=O)c2ccc(S(=O)(=O)Nc3ccccc3F)cc2)CC(C)O1 (configuration not stated) | 1 | -1 | -6 | -11 | -12 | 4 | -4 | -0.3 | -2 | -4
O=C(NC1CCN(S(=O)(=O)c2ccccc2F)CC1)c1ccco1 | 0 | -1 | 2 | 9 | -8 | nt | -2 | 2.5 | 0 | nt
C(=C\c1ccncc1)/c1ccncc1 | -1 | 0 | -4 | -7 | 31 | nt | -10 | 0.2 | 14 | nt
N=c1c2ccccc2nnn1-c1ccccc1[N+](=O)[O-] | -3 | -5 | -3 | -8 | 24 | 1 | 5 | 1.1 | 5 | -1
Nc1cc(C(=O)OCC(=O)NCc2ccc(F)cc2)ccc1Cl | 2 | -6 | -2 | -8 | 2 | 3 | -10 | -0.6 | 1 | -3
CC1CN(C(=O)CS(=O)(=O)Cc2ccccc2)CC(C)O1 (configuration not stated) | -1 | -7 | -5 | 4 | 5 | 4 | -1 | -1.1 | -1 | -4
Cc1cccc(Nc2nnc(SCC(=O)Nc3ncc(C(F)(F)F)cc3Cl)s2)c1C | 2 | -19 | -2 | -9 | -12 | 29 | -11 | 2.3 | 0 | -29
Cc1cccc(N(C)C(=O)c2cc3c(=O)[nH]c4ccc(C)cc4c3s2)c1 | 1 | -2 | 0 | 2 | 0 | 15 | 0 | 1.9 | -5 | -15
COC(=O)c1sc2nc(SCc3cccc(Cl)c3)n(N)c(=O)c2c1C | -7 | -6 | -1 | -5 | -9 | 28 | -11 | 2.0 | 0 | -28
Cc1cccn2c(CNCCCOc3cccnc3)c(C(=O)N3CCOCC3)nc12 | 1 | 3 | -7 | 5 | -1 | 26 | -1 | 1.0 | 3 | -26
Cc1cccc(NC(=O)c2ccc(Cl)c(NC(=O)c3ccncc3)c2)c1C | -2 | -7 | 2 | -3 | -7 | -30 | -8 | -0.2 | 15 | 30
CCNc1nc(NC(C)C)nc(Oc2ccc(=O)n(C)n2)n1 | -1 | 2 | 1 | 4 | -13 | 4 | -7 | 0.3 | nt | -4
Cc1cccc(S(=O)(=O)Nc2ccncc2)c1 | 1 | 0 | 2 | -38 | 10 | 6 | -15 | -1.3 | -5 | -6
COc1ccc(C2(c3ccc(OC)cc3)NC(=O)N(CC(=O)NC3(C#N)CCCC3)C2=O)cc1 | -2 | -2 | 0 | -9 | 1 | 6 | -11 | -0.4 | 2 | -6
CC(C)N(Cc1cnn(C)c1)C(=O)c1ccc(OC2CCN(Cc3ccccn3)CC2)cc1 | -2 | 5 | -2 | -6 | 8 | 26 | -13 | 0.4 | 0 | -26
CCC(CC)NC(=O)c1cc(S(=O)(=O)N2CCCCC2)ccc1N1CCOCC1 | 0 | 0 | 5 | -13 | -6 | -3 | -13 | 1.6 | 0 | 3
OCCC1CN(Cc2cnc(N3CCOCC3)s2)CCN1C1CCCC1 (configuration not stated) | 2 | 3 | 2 | 0 | 21 | nt | -1 | -1.5 | -4 | nt
O=S(=O)(Cc1cc(Cl)nc(-c2ccncc2)n1)c1ccccc1 | 4 | 6 | -1 | -2 | 24 | -4 | 3 | -1.9 | -2 | 4
Cc1cccc(NC(=O)CSCC(=O)OCc2ccccn2)c1 | -2 | 3 | -1 | 0 | 12 | 23 | 5 | -3.7 | -2 | -23
Cc1csc(=O)n1CC(=O)OCC(=O)Nc1ccccc1C(C)C | 1 | 7 | 0 | 1 | -8 | 11 | -16 | 0.7 | -3 | -11
CSc1ncccc1C(=O)NCc1ccc(C)cc1 | 5 | -2 | -6 | -9 | -4 | -11 | -4 | 0.9 | 0 | 11
Cc1cc(C)cc(OCC(=O)OC/C(O)=C(\C#N)c2nc3ccccc3[nH]2)c1 | 4 | 10 | -5 | 0 | 2 | 19 | 0 | 0.3 | 6 | -19
O=C(NCC1CCCO1)c1cn(Cc2ccccc2)nc1-c1ccc(Cl)cc1 (configuration not stated) | -1 | 9 | -4 | -5 | 13 | 6 | -15 | 1.9 | nt | -6
CCOc1ccc(S(=O)(=O)N2CCCCC2)cc1NC(=O)CN1CCCC1c1cccs1 (configuration not stated) | -6 | -13 | 1 | -2 | 22 | -10 | -4 | -0.6 | 2 | 10
CCOc1ccccc1NC(=O)CSc1c(C)n[nH]c1C | 0 | 0 | 2 | -6 | 3 | 6 | -16 | -0.4 | 6 | -6
CCOC(=O)c1c(NC(=O)CSc2ncnc3[nH]ncc23)sc2c1CCC(C)C2 (configuration not stated) | -1 | 0 | -7 | -7 | 15 | -28 | -3 | 0.7 | -1 | 28
CCc1nc2ccc(C(=O)Nc3cccc(C(C)=O)c3)cc2nc1CC | -1 | 6 | -1 | -3 | -8 | -58 | -13 | 3.2 | 2 | 58
Cc1cccc(NC(=O)CN2C(=O)c3ccccc3S2(=O)=O)n1 | 0 | 6 | 4 | 4 | -15 | 5 | -3 | -0.4 | -1 | -5
CN1CCN(C(=O)c2ccc(CNS(=O)(=O)c3cccc(Cl)c3)cc2)CC1 | 2 | -13 | 0 | -1 | -6 | 4 | -15 | 1.9 | -5 | -4
CCc1nc2nc(C)c(NS(=O)(=O)c3ccc(Cl)s3)c(=O)n2[nH]1 | 0 | 3 | 3 | -18 | 3 | nt | -4 | -0.7 | -1 | nt
CCN(CC(=O)Nc1ccc(NC(C)=O)cc1)C(=O)c1cccnc1Sc1ccc(C)c(C)c1 | 2 | -4 | 4 | -5 | 1 | 28 | -9 | -0.9 | -2 | -28
CC1CCCCN1C(C(=O)O)c1ccccc1 (configuration not stated) | 3 | 2 | 0 | 0 | -5 | 19 | -10 | 1.1 | -2 | -19
O=S(=O)(NCCOC12CC3CC(CC(C3)C1)C2)c1cccc2nsnc12 | -7 | 2 | 3 | -5 | 20 | 2 | 5 | -1.1 | 1 | -2

Gathered by group, the entries above with a cyano group.
SMILES | DAGLB inhibitor | PKA-R2B activ | Keap1 Nrf2 FP | RTF Ca sens inh | Arrestin-AP2 inh | SR-BI DiI-HDL act | PvdQ acylase | LANA DNA inh | NSD2 inh | SR-BI HDL uptake
COc1ccc(C2(c3ccc(OC)cc3)NC(=O)N(CC(=O)NC3(C#N)CCCC3)C2=O)cc1 | -2 | -2 | 0 | -9 | 1 | 6 | -11 | -0.4 | 2 | -6
Cc1cc(C)cc(OCC(=O)OC/C(O)=C(\C#N)c2nc3ccccc3[nH]2)c1 | 4 | 10 | -5 | 0 | 2 | 19 | 0 | 0.3 | 6 | -19

The list goes on.
SMILES | DAGLB inhibitor | PKA-R2B activ | Keap1 Nrf2 FP | RTF Ca sens inh | Arrestin-AP2 inh | SR-BI DiI-HDL act | PvdQ acylase | LANA DNA inh | NSD2 inh | SR-BI HDL uptake
CCCOc1ccc(NC(=O)C2CCCNC2=O)cc1 (configuration not stated) | 0 | -6 | -1 | -20 | 5 | 0 | -12 | 0.2 | -2 | 0
Cc1ccc(S(=O)(=O)Cc2ccc(C(=O)N3CCN(c4cccc(C)c4C)CC3)o2)cc1 | -3 | -16 | -3 | -11 | 28 | 13 | 6 | 3.4 | nt | -13
CCNC(=O)COc1ccc(C=O)cc1OC | -3 | -3 | -4 | -12 | -9 | 0 | -16 | -0.2 | 1 | 0
O=C(COc1ncnc2ccccc12)Nc1cc([N+](=O)[O-])ccc1F | 0 | -8 | -5 | 4 | 0 | 14 | -21 | -0.6 | -1 | -14
NC(=O)C1CCN(c2ncccc2[N+](=O)[O-])CC1 | -1 | 5 | 0 | -8 | -7 | 32 | -10 | 0.0 | -3 | -32
COc1ccccc1C1C=C(c2ccc(C)cc2)Nc2nnnn21 (configuration not stated) | 0 | -8 | -1 | 0 | 5 | -17 | 15 | -0.5 | -1 | 17
CCc1ccc(C(=O)CSc2nc3cc(S(=O)(=O)N4CCOCC4)ccc3n2CC)cc1 | -4 | 4 | 2 | 6 | 24 | -7 | -1 | -0.1 | nt | 7
Cc1ccc(C)c(NC(=O)C2=CCN(S(=O)(=O)c3ccc(F)cc3)CC2)c1 | -2 | 1 | 0 | -1 | -1 | 32 | -6 | -0.4 | nt | -32

This is a random part of the collection, and some 2.1% of all compounds hit somewhere here.
